TRPC6 inhibitor: mouse TRPC6 channel inhibition; Q61143; HEK293-TRPC6, membrane potential dye, ACh-evoked depolarization; active compounds read low; B-score at 10 µM; actives 1.1% (n = 310,000); AID 2553;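 active = B-score under library mean minus 3 SD, initial fluorescence not abnormally high, positive integrated signal ratio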;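 also: B-score derived from integrated fluorescence ratio over the kinetic read; more negative B-score means stronger inhibition of depolarization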
RGS4 inh: human RGS4 inhibition. HEK293 M3R/RGS4 inducible, Fluo-4 calcium flux; active compounds read high; triggered by carbachol at its EC20. AID 463165. B-score at 10 µM. actives 0.45% (n = 310,000). P49798;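 active = B-score, a plate-corrected calcium signal, over three deviations above library mean, with baseline fluorescence within five deviations of library mean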;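 also: RGS4 expression induced by doxycycline in cells with stable M3 receptor; B-score is computed from the integrated fluorescence ratio over baseline after carbachol; higher B-score means a larger calcium signal and so more RGS4 inhibition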
Target sequence (P49798 whole entry, looked up): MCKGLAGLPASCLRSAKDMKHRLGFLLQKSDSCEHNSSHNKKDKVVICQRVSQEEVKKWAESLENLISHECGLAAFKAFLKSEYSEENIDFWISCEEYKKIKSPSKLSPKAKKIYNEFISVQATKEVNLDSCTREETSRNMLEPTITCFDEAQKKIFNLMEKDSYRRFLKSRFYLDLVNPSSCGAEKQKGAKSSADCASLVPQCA
MrgX1 agonist: human MrgX1 receptor agonism, primary screen; AID 588627; MrgX1-HEK293 cells, Fluo-4 calcium fluorescence, agonist mode; active compounds read high; actives 0.44% (n = 310,000); B-score at 10 µM; Q96LB2;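 active = calcium response B-score plate-corrected fluorescence ratio at least 3 library SD, with starting fluorescence B-score inside 5 SD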
Target sequence (Q96LB2 whole entry, looked up): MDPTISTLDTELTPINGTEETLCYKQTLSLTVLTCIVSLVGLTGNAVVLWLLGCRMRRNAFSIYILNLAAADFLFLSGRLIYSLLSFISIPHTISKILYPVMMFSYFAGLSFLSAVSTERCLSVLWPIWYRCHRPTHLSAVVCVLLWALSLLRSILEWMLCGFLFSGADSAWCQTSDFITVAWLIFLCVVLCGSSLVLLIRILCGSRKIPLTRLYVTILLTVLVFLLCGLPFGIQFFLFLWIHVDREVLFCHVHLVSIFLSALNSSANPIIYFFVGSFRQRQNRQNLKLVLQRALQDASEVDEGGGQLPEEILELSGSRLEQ
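Test system: HEK293 cells stably expressing human MrgX1 receptor; amount: 15,000 cells per well; doses: compound delivered in addition one of three; times: overnight plating before 1 h dye loading; detection: Fluo-4 NW calcium-flux fluorescence, kinetic read; read-out basis: B-scored fluorescence response ratio; controls: positive and negative controls per plate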
ANO1 activ: mouse TMEM16A channel activation, primary screen; B-score at 10 µM; HEK293 TMEM16A/YFP-H148Q/I152L, iodide quench fluorescence; active compounds read low; Q8BHY3; AID 623877; actives 0.3% (n = 340,000);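 active = fluorescence-ratio B-score plate-corrected deviation score at least 3 library SD below zero, with starting fluorescence score within 5 deviations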;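 also: channel opened by trigger with iodide after compound preincubation; score built on the fluorescence ratio of max minus min over baseline; more negative score means more quench and so TMEM16A activation or potentiation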
TRPC4 inh: inhibitors of mouse TRPC4 channel; AID 2247; HEK293 TRPC4beta/mu-opioid, DAMGO-evoked Fluo4 calcium flux; active compounds read low; B-score at 10 µM; Q9QUQ5; actives 0.39% (n = 300,000);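 active = B-score over 3 SD under the library average, no early fluorescence shift, positive overall ratio signal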
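Test system – stable TRPC4beta/mu-opioid receptor HEK293 cells · Probe or stimulus – DAMGO, a submaximal dose followed by a maximal one · Dosing – one concentration per compound · Signal – Fluo4 calcium fluorescence by kinetic imaging, 5 s 1 Hz baseline · Evaluation – per-well B score of integrated baseline-normalized Fluo4 ratio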
TRPC4 PAM: allosteric potentiators of mouse TRPC4 channel; HEK293 TRPC4beta/mu-opioid, DAMGO EC20, Fluo-4 Ca2+ flux; active compounds read high; B-score at 10 µM; actives 0.42% (n = 310,000);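 active = B-score of calcium response area above 5 SD of library B-scores, with initial fluorescence ratio within 5 SD of library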;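 also: B-score of integrated fluorescence ratio over time as area under calcium response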
MrgX1 allo act: allosterically activates human MrgX1 receptor signaling; B-score at 10 µM; Q96LB2; MrgX1-HEK293, Fluo-4 calcium flux, FDSS; active compounds read high; actives 0.63% (n = 310,000); AID 588675;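 active = plate-corrected calcium response at least 3 library SD above typical, normal starting fluorescence, not activating the receptor alone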;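 also: compound read alongside a low EC10 to EC30 dose of BAM8-22 agonist; peak minus trough fluorescence over baseline measured at the second addition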
TRPC4 agonist: opens the mouse TRPC4 cation channel; Q9QUQ5; HEK293 TRPC4beta/mu-opioid, Fluo4 calcium fluorescence; active compounds read high; B-score at 10 µM; actives 0.49% (n = 310,000);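 active = B-score above 5 SD of library B-scores, and initial fluorescence ratio not above library mean plus 5 SD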;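 also: positive B-score marks a calcium rise read as TRPC4 activation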
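system = HEK293 cells stably co-expressing mouse TRPC4beta and mu-opioid receptor | schedule = Fluo4 dye loading 45 min at room temperature, 110 s recording | measure = B-scored integrated calcium fluorescence ratio | signal = Fluo4 calcium-sensitive dye fluorescence, kinetic, 1 Hz baseline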
ANO1 block: inhibitors of mouse TMEM16A calcium-activated chloride channel; HEK293 TMEM16A/YFP iodide influx fluorescence, ionomycin; actives 1.2% (n = 310,000); normalized B-score (activity score, 25-100; higher = stronger inhibition) at 10 µM; Q8BHY3; AID 588511;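 active = ratio plate-corrected score three or more library SD toward inhibition, starting fluorescence score within five deviations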;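 also: score derived from kinetic fluorescence span divided by baseline fluorescence per well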
TRPC6 activator: mouse TRPC6 channel activation | Q61143 | HEK293-TRPC6 membrane potential dye fluorescence; active compounds read high | B-score at 10 µM | actives 0.13% (n = 310,000) | AID 2550;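 active = B-score of the integrated fluorescence ratio above library mean plus 3 SD, and starting fluorescence ratio within library mean plus 5 SD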;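 also: higher score means more depolarization so channel activation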
MrgX1 antagonist: human MrgX1 receptor antagonism, primary screen; Q96LB2; MRGX1-HEK293 calcium flux, Fluo-4, BAM8-22 antagonism; active compounds read low; B-score at 10 µM; actives 1.3% (n = 310,000);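 active = calcium-response B-score plate-corrected more than 3 library SD below zero, starting fluorescence within 5 deviations, no agonist response on first addition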;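 also: peak minus trough fluorescence over baseline after final BAM8-22 challenge near maximal dose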
The depositor's hits bear a star; i = inactive; . = not tested or not shown. Not a hit list (roughly 5.8% active in at least one column).

molecule | TRPC6 inhibitor | RGS4 inh | MrgX1 agonist | ANO1 activ | TRPC4 inh | TRPC4 PAM | MrgX1 allo act | TRPC4 agonist | ANO1 block | TRPC6 activator | MrgX1 antagonist
COCc1nnc(NC(=O)c2ccc(S(=O)(=O)N(C)c3ccccc3)cc2)o1 | i | i | i | i | i | i | i | i | i | i | i
Nc1nc2n(n1)C(c1ccco1)CC(c1ccc(Cl)cc1Cl)N2 (stereo not given) | i | i | i | i | i | i | i | i | i | i | i
O=C(O)c1ccc(Cl)c(S(=O)(=O)Nc2ccccc2C(=O)Nc2ccc(Cl)cc2)c1 | i | i | i | i | i | i | i | i | i | i | i
Cc1ccc(S(=O)(=O)NCCC(=O)N2CC(C)OC(C)C2)cc1C (stereo not given) | i | i | i | i | i | i | i | i | i | i | i
O=C(OC(C(=O)NC1CCCC1)c1ccncc1)C1=Cc2ccccc2OC1 (stereo not given) | i | i | i | i | i | i | i | i | i | i | i
Cc1ccc(N2C(=O)C3Sc4[nH]c(=O)sc4C(c4ccccc4)C3C2=O)cc1 (stereo not given) | . | . | i | i | . | . | i | . | i | . | i
COc1cc(N2CCCC2)c(OC)cc1/C=C(/C#N)c1ccc(F)cc1 | i | i | i | i | i | i | i | i | i | i | -4.93*
COc1ccc(C(=O)N2CCC(C(=O)N3CCN(c4ccc(OC)cc4)CC3)CC2)cc1 | i | i | i | i | i | i | i | i | i | i | i
Cc1nn(C)c(C)c1C(C)NC(=O)c1ccc(OC2CCN(Cc3ccccn3)CC2)cc1 (stereo not given) | i | i | i | i | i | i | i | i | i | i | i
O=C(CSc1nnc(NC(=O)c2ccccc2C(=O)O)s1)Nc1ccccc1Cl | i | i | i | i | i | i | i | i | i | i | i

New compounds follow.
molecule | TRPC6 inhibitor | RGS4 inh | MrgX1 agonist | ANO1 activ | TRPC4 inh | TRPC4 PAM | MrgX1 allo act | TRPC4 agonist | ANO1 block | TRPC6 activator | MrgX1 antagonist
COc1ccccc1NC(=S)NCc1ccc2c(c1)OCO2 | i | i | i | i | i | i | i | i | i | i | i
O=C1CCN(C(=O)/C=C/c2ccccc2)c2ccccc21 | i | i | i | i | i | i | i | i | i | i | i
CCCc1nc2c(=O)n(C)c(=O)[nH]c2n1CCC | i | i | i | i | i | i | i | i | i | i | i
O=C(CN1C(=O)S/C(=C\c2ccccc2)C1=O)Nc1cc([N+](=O)[O-])ccc1O | i | i | i | i | i | i | i | i | 100* | i | i
O=C(N/N=C/c1ccc(OCC(=O)N2CCCC2)cc1)C(=O)NC1CC1 | i | i | i | i | i | i | i | i | i | i | i
Cc1nn(CC(=O)Nc2cccc(Cl)c2)c(=O)c2cc(-c3ccccc3)nn12 | i | i | i | i | i | i | i | i | i | i | i
Cc1ccc(-n2c(SCC(=O)c3c(N)n(C)c(=O)n(C)c3=O)nc3sc4c(c3c2=O)CCCC4)c(C)c1 | i | i | i | i | i | i | i | i | i | i | i
CCOC(=O)C1CCN(S(=O)(=O)CCNC(=O)c2ccccc2)CC1 | i | i | i | i | i | i | i | i | i | i | i
COCCn1c(Sc2ccccc2)nc2c1c(=O)[nH]c(=O)n2C | i | i | i | i | i | i | i | i | i | i | i
Cc1cccc(OCCCn2c(CO)nc3ccccc32)c1 | i | i | i | i | i | i | i | i | i | i | i

Next section
molecule | TRPC6 inhibitor | RGS4 inh | MrgX1 agonist | ANO1 activ | TRPC4 inh | TRPC4 PAM | MrgX1 allo act | TRPC4 agonist | ANO1 block | TRPC6 activator | MrgX1 antagonist
O=C(NCc1ccccc1)C(c1ccncc1)N(C(=O)c1csnn1)c1ccccc1F (stereo not given) | i | i | i | i | i | i | i | i | i | i | i
CCCc1cc(Nc2cccc(OC)c2)n2ncnc2n1 | i | i | i | i | i | i | i | i | 100* | i | i
O=C(Nc1cccc2c1C(=O)NC2=O)c1ccc(N2C(=O)CCC2=O)cc1 | i | i | i | i | i | i | i | i | i | i | i
O=C(Cn1cnc2c(nnn2Cc2ccc(F)cc2)c1=O)NC1CCCC1 | i | i | i | i | i | i | i | i | i | i | i
CCCCSc1nc2c(c(=O)[nH]1)CCC2 | i | i | i | i | i | i | i | i | i | i | i
CC(C)Oc1ccc(CC(=O)NNC(=S)Nc2ccccc2)cc1 | i | i | i | i | i | i | i | i | i | i | i
Cc1cccc(NC(=O)NC2CC(=O)N(c3ccc4c(c3)OCCO4)C2)n1 (stereo not given) | i | i | i | i | i | i | i | i | i | i | i
Cc1csc(NC(C)c2nc3cc(Cl)c(Cl)cc3n2CCCO)n1 (stereo not given) | i | i | i | i | i | i | i | i | i | i | i
O=C(Cn1ncc2c3ccccc3n(Cc3ccccc3)c2c1=O)NCCN1CCOCC1 | i | i | i | i | i | i | i | i | i | i | i
N#Cc1c(NC(=O)c2ccccc2Cl)n(Cc2ccccc2)c2nc3ccccc3nc12 | . | . | i | i | . | . | i | . | 100* | . | i

An excerpt from above, showing only MrgX1 antagonist:
mol	MrgX1 antagonist
CCCc1cc(Nc2cccc(OC)c2)n2ncnc2n1	i
O=C(Nc1cccc2c1C(=O)NC2=O)c1ccc(N2C(=O)CCC2=O)cc1	i
O=C(Cn1cnc2c(nnn2Cc2ccc(F)cc2)c1=O)NC1CCCC1	i
CCCCSc1nc2c(c(=O)[nH]1)CCC2	i
CC(C)Oc1ccc(CC(=O)NNC(=S)Nc2ccccc2)cc1	i

The list continues:
molecule | TRPC6 inhibitor | RGS4 inh | MrgX1 agonist | ANO1 activ | TRPC4 inh | TRPC4 PAM | MrgX1 allo act | TRPC4 agonist | ANO1 block | TRPC6 activator | MrgX1 antagonist
OCCN1CCN(c2nc(-c3ccccc3)nc3c2oc2ccccc23)CC1 | i | i | i | i | i | i | i | i | i | i | i
CCCS(=O)(=O)N1CCCC(C(=O)Oc2ccccc2Cl)C1 (stereo not given) | i | i | i | i | i | i | i | i | i | i | i
CC12CCC(=O)N1C(C(=O)Nc1nnc(SCc3ccccc3F)s1)CS2 (stereo not given) | i | i | i | i | i | i | i | i | i | i | i
Cc1ccccc1CN1CCNC1=O | i | i | i | i | i | i | i | i | i | i | i
CNC(=S)NNC(=O)c1c(C)nc2cc(C)ccn12 | i | i | i | i | i | i | i | i | i | i | i
COc1ccc(CCNC(=O)Nc2cccc([N+](=O)[O-])c2)cc1OC | i | i | i | i | i | i | i | i | i | i | i
O=[N+]([O-])c1cccc(N/N=C/c2cccc3ccccc23)c1 | i | i | i | i | i | i | i | i | i | i | i
Clc1ccc(-c2nc3nc4ccccc4nc3n2Cc2ccco2)cc1 | . | . | i | i | . | . | i | . | i | . | i
O=C(CN1CCN(c2cccc(Cl)n2)CC1)N1CC(O)CO1 (stereo not given) | i | i | i | i | i | i | i | i | i | i | i
CCN(CC)CCNC(=O)c1ccc(NS(=O)(=O)c2ccc3c(c2)OCCO3)cc1 | i | i | i | i | i | i | i | i | i | i | i
Oc1ccc(/C=N/Nc2nc(-c3ccccc3F)nc3ccccc23)c(O)c1 | i | i | i | i | i | i | i | i | i | i | i
Cc1c(C(=O)Nc2ccc3c(c2)CCC3)cccc1[N+](=O)[O-] | i | i | i | i | i | i | i | i | i | i | i

Profiles as entered above. Order of values: TRPC6 inhibitor | RGS4 inh | MrgX1 agonist | ANO1 activ | TRPC4 inh | TRPC4 PAM | MrgX1 allo act | TRPC4 agonist | ANO1 block | TRPC6 activator | MrgX1 antagonist
`OCCN1CCN(c2nc(-c3ccccc3)nc3c2oc2ccccc23)CC1` across the screens: i | i | i | i | i | i | i | i | i | i | i
`O=C(OC(C(=O)NC1CCCC1)c1ccncc1)C1=Cc2ccccc2OC1` (stereo not given) across the screens: i | i | i | i | i | i | i | i | i | i | i
`O=C(Cn1ncc2c3ccccc3n(Cc3ccccc3)c2c1=O)NCCN1CCOCC1` across the screens: i | i | i | i | i | i | i | i | i | i | i
`COCCn1c(Sc2ccccc2)nc2c1c(=O)[nH]c(=O)n2C` across the screens: i | i | i | i | i | i | i | i | i | i | i
`CC12CCC(=O)N1C(C(=O)Nc1nnc(SCc3ccccc3F)s1)CS2` (stereo not given) across the screens: i | i | i | i | i | i | i | i | i | i | i
